# Growth percent in the NCI-60 one-dose screen (48 h, 10 µM unless noted): 100 = growth as untreated, 0 = no growth, -100 = all killed.
# UACC-257 = UACC-257 melanoma; AID 1794764; hit rate 4.4% among 78,000
# SK-MEL-28 = SK-MEL-28 melanoma; hit rate 4.1% among 81,000; AID 1794761
# M14 = M14 melanoma | hit rate 6.2% among 80,000 | AID 1794745
# MALME-3M = MALME-3M melanoma; hit rate 5.8% among 78,000
# SK-MEL-5 = SK-MEL-5 melanoma. hit rate 6.4% among 80,000. AID 1794755
# MDA-MB-435 = MDA-MB-435 melanoma. hit rate 7.8% among 82,000
# SK-MEL-2 = SK-MEL-2 melanoma. AID 1794763. hit rate 4.7% among 77,000
# UACC-62 = UACC-62 melanoma | hit rate 5.4% among 81,000 | AID 1794756
# The depositor's hits bear a star; . = no result given. How the source made its calls: active means growth percent below 10; inactive means the rest.
SMILES,UACC-257,SK-MEL-28,M14,MALME-3M,SK-MEL-5,MDA-MB-435,SK-MEL-2,UACC-62
CCCCSc1nc(Nc2ccc(/C(C)=N/NC(N)=S)cc2)c(C#N)c(-c2ccc(F)cc2)n1,79,64,79,34,75,79,73,49
CC/C(=C(\CC)c1ccc(OC(=O)C(C)(C)C)cc1)c1ccc(OC(=O)C(C)(C)C)cc1,103,107,106,100,93,102,111,94
CCCC(CC)Sc1nc2c([nH]1)c(=S)n(C)c(=O)n2C (centres undefined),94,105,96,.,67,90,102,85
Cc1cnc(SCc2ccc(Cl)cc2Cl)[nH]c1=O,95,116,100,87,98,80,109,90
CNCCNc1nc2ccccc2c2c(=O)c3cccc(C)c3sc12,82,-60*,-41*,-11*,46,6.1*,91,42
CC(=O)Nc1nc(-c2ccc(Cl)c(O)c2)c(-c2ccnc(NCCCNS(=O)(=O)c3ccc(O)cc3)n2)s1,82,71,58,66,73,56,61,54
CCOC(=O)/C(=C\c1ccc(C)cc1)C(C)=O,88,109,105,.,98,96,111,.
Cn1c(=O)c2c(ncn2CC(=O)Nc2ccccc2)n(C)c1=O,.,104,95,85,95,92,112,92
CCOc1ccc2nc(N(Cc3ccc4c(c3)OCO4)C(C)=O)sc2c1,116,107,103,97,103,101,103,94
COc1cc2nc(SCC(=O)Nc3cc(OC)c(OC)c(OC)c3)n(-c3ccccc3)c(=O)c2cc1OC,74,100,86,81,90,99,78,82
O=C1CCCc2nc(Nc3ccc(Cl)cc3)ncc21,112,103,109,104,96,98,111,94
NC(N)=NC(N)=Nc1cc(C(F)(F)F)ccc1Cl,.,99,95,81,93,94,105,96
CC(=O)OC1=CCCCC1,107,98,96,133,108,104,112,95
COc1ccc(-c2nnc3ccc(N/N=C/c4ccc(C)cc4)nn23)cc1,106,94,83,91,.,65,108,89
Cc1ccccc1-c1cc(Cc2ccc(F)cc2)c(=O)[nH]n1,137,118,118,88,98,119,122,100
COc1cc(C2NC(=O)C(C#N)=C(Nc3cccc(C)c3)S2)ccc1O (centres undefined),-2.6*,103,101,108,101,104,123,98
Cc1cc(O)c([N+](=O)[O-])c(C)c1Cl,103,102,103,111,99,114,113,101
NSc1ccccc1[N+](=O)[O-],91,107,93,102,100,99,101,89
O=C(c1ccc(OCCN2CCCCC2)cc1)c1c(-c2ccc(O)cc2)sc2cc(O)ccc12,93,88,93,99,72,91,102,92
CC(=O)O[C@H]1C[C@@]2(C)[C@@H](C[C@@H](O)[C@H]3[C@@]4(C)CC[C@H](NCc5ccccc5)[C@@H](C)[C@@H]4CC[C@@]32C)/C1=C(\CCC=C(C)C)C(=O)O,93,94,78,94,75,88,97,71
O=C(O)CN1C(=O)S/C(=C2\C(=O)N(CC3CCCCC3)c3ccc(-c4ccc(-c5ccccc5)cc4)cc32)C1=O,95,110,101,100,98,97,96,104
COc1ccc(Nc2nc3cccnc3nc2C)cc1OC,97,112,106,125,100,109,99,100
O=C1/C(=C/c2ccc(I)cc2)Cc2cc3c(cc21)OCO3,99,104,99,92,96,94,110,91
O=CN1CCN(Cc2ccccc2)CC1,106,96,98,97,96,101,100,102
O=c1[nH]n(C(=S)N/N=C/c2cccc([N+](=O)[O-])c2)c(=O)c2ccccc12,91,99,95,98,87,96,95,91
CCOC(=O)CSc1c(-c2ccccc2)c2cc(Cl)ccc2[nH]c1=O,120,109,104,114,.,100,114,93
O=C1C=C(O)CC2(CCCCC2)C1,.,108,102,92,101,94,113,105
Cc1cc2c(C(C)C)c(O)c(O)c(C=NC3CCCCC3)c2c(O)c1-c1c(C)cc2c(C(C)C)c(O)c(O)c(C=NC3CCCCC3)c2c1O,106,103,103,95,99,108,110,102
c1cc(C2=N[C@@H]3c4ccccc4C[C@@H]3O2)nc(C2=N[C@@H]3c4ccccc4C[C@@H]3O2)c1,107,108,99,103,102,104,103,102
COc1cnc2c(c1)C(=O)c1c-2n(CCCN2CCCC2)c(=O)c2cc(Cl)ccc12,64,85,37,70,15,61,65,.

# Sorted by molar mass (low to high): 23 of the compounds above.
SMILES,UACC-257,SK-MEL-28,M14,MALME-3M,SK-MEL-5,MDA-MB-435,SK-MEL-2,UACC-62
CC(=O)OC1=CCCCC1,107,98,96,133,108,104,112,95
NSc1ccccc1[N+](=O)[O-],91,107,93,102,100,99,101,89
O=C1C=C(O)CC2(CCCCC2)C1,.,108,102,92,101,94,113,105
Cc1cc(O)c([N+](=O)[O-])c(C)c1Cl,103,102,103,111,99,114,113,101
O=CN1CCN(Cc2ccccc2)CC1,106,96,98,97,96,101,100,102
CCOC(=O)/C(=C\c1ccc(C)cc1)C(C)=O,88,109,105,.,98,96,111,.
O=C1CCCc2nc(Nc3ccc(Cl)cc3)ncc21,112,103,109,104,96,98,111,94
Cc1ccccc1-c1cc(Cc2ccc(F)cc2)c(=O)[nH]n1,137,118,118,88,98,119,122,100
COc1ccc(Nc2nc3cccnc3nc2C)cc1OC,97,112,106,125,100,109,99,100
Cn1c(=O)c2c(ncn2CC(=O)Nc2ccccc2)n(C)c1=O,.,104,95,85,95,92,112,92
CNCCNc1nc2ccccc2c2c(=O)c3cccc(C)c3sc12,82,-60*,-41*,-11*,46,6.1*,91,42
COc1ccc(-c2nnc3ccc(N/N=C/c4ccc(C)cc4)nn23)cc1,106,94,83,91,.,65,108,89
COc1cc(C2NC(=O)C(C#N)=C(Nc3cccc(C)c3)S2)ccc1O (centres undefined),-2.6*,103,101,108,101,104,123,98
O=c1[nH]n(C(=S)N/N=C/c2cccc([N+](=O)[O-])c2)c(=O)c2ccccc12,91,99,95,98,87,96,95,91
CCOc1ccc2nc(N(Cc3ccc4c(c3)OCO4)C(C)=O)sc2c1,116,107,103,97,103,101,103,94
CCOC(=O)CSc1c(-c2ccccc2)c2cc(Cl)ccc2[nH]c1=O,120,109,104,114,.,100,114,93
O=C1/C(=C/c2ccc(I)cc2)Cc2cc3c(cc21)OCO3,99,104,99,92,96,94,110,91
c1cc(C2=N[C@@H]3c4ccccc4C[C@@H]3O2)nc(C2=N[C@@H]3c4ccccc4C[C@@H]3O2)c1,107,108,99,103,102,104,103,102
COc1cnc2c(c1)C(=O)c1c-2n(CCCN2CCCC2)c(=O)c2cc(Cl)ccc12,64,85,37,70,15,61,65,.
O=C(c1ccc(OCCN2CCCCC2)cc1)c1c(-c2ccc(O)cc2)sc2cc(O)ccc12,93,88,93,99,72,91,102,92
O=C(O)CN1C(=O)S/C(=C2\C(=O)N(CC3CCCCC3)c3ccc(-c4ccc(-c5ccccc5)cc4)cc32)C1=O,95,110,101,100,98,97,96,104
CC(=O)O[C@H]1C[C@@]2(C)[C@@H](C[C@@H](O)[C@H]3[C@@]4(C)CC[C@H](NCc5ccccc5)[C@@H](C)[C@@H]4CC[C@@]32C)/C1=C(\CCC=C(C)C)C(=O)O,93,94,78,94,75,88,97,71
Cc1cc2c(C(C)C)c(O)c(O)c(C=NC3CCCCC3)c2c(O)c1-c1c(C)cc2c(C(C)C)c(O)c(O)c(C=NC3CCCCC3)c2c1O,106,103,103,95,99,108,110,102

# The results go on.
SMILES,UACC-257,SK-MEL-28,M14,MALME-3M,SK-MEL-5,MDA-MB-435,SK-MEL-2,UACC-62
COS(=O)(=O)c1ccc(Br)cc1,93,98,.,119,104,110,95,86
Cc1cccc2c1C(Br)=C1CCCN3C(=O)c4ccccc4C123 (centres undefined),91,85,.,84,78,101,103,59
O=C(O)c1ccc(-c2ccc(/C=N/NC(=O)c3[nH]c4ccc(Br)cc4c3-c3ccccc3)o2)cc1O,112,91,86,92,95,102,113,95
COc1ccc(Cc2nn(CC(=O)N/N=C/c3ccc(Cl)cc3)c(=O)c3c(C)noc23)cc1,91,98,90,95,.,94,91,99
O=C(CCCc1ccccn1)c1cccc2ccccc12,106,115,101,53,97,115,94,84
COc1ccc(-c2c(C#N)c(N)nn2C(=O)c2ccc(NC(=O)c3ccccn3)cc2)cc1OC,112,99,85,107,94,96,104,71
O=C1NC2(CC2)C(=O)N2CCCC[C@@H]12,.,105,102,.,106,104,97,88
CC(=O)N1c2ccccc2C=CC1C#N (centres undefined),102,120,93,81,101,109,136,100
O=C(/C=C/c1ccc(N2CCOCC2)cc1)c1cc2ccccc2oc1=O,98,102,89,90,93,102,104,82
C=CCn1cc(-c2nc3ccccc3s2)c2cc(-c3ccc4c5c(cccc35)C(=O)N(CCO)C4=O)ccc21,107,110,106,119,96,109,105,95
Cc1ccc(C2=NN3C(C2)c2ccccc2OC32C(=O)Nc3ccc(Br)cc32)o1 (centres undefined),112,105,107,110,102,102,105,99
Cc1nc2ccccc2n1CC1SC(=N)NC1=O (centres undefined),102,98,102,103,100,101,99,100
Oc1cc2ccccc2nc1-c1ccccc1Cl,80,103,81,101,90,101,106,77
C/C(=N\NC(N)=S)c1nnn(-c2ccc(S(N)(=O)=O)cc2)c1C,101,105,106,105,103,101,103,100
CCCCCN(CCCCC)CCCCCCCCCN1CCCc2cc(OC)ccc21,95,96,81,102,96,102,97,81
CCCCOC(=O)c1ccc(Nc2cc(C)nc3ccc(OC)cc23)cc1,98,108,96,105,100,.,91,86
CN1CCN(C(=O)[C@]23CCC(C)(C)C[C@@H]2C2=CC[C@@H]4[C@@]5(C)CCCNC(C)(C)[C@@H]5CC[C@@]4(C)[C@]2(C)CC3)CC1,101,106,102,100,98,101,105,95
Cc1cc(C)n(-c2ncc(C#N)c(N)n2)n1,85,112,103,96,109,110,90,95
COc1ccc(Cc2nnc3sc(SCC(=O)Nc4ccc(Cl)cc4)nn23)cc1,104,107,.,101,99,101,100,101
COc1ccc(C2=NN3C(C2)c2ccccc2OC32C(=O)Nc3ccc(Br)cc32)cc1 (centres undefined),102,106,105,99,104,105,101,103
Nc1ccc(C2=CC(c3ccc(Cl)cc3)N3C=CSC3=N2)cc1 (centres undefined),-78*,-90*,-71*,-83*,-98*,-66*,-50*,-67*
Cc1ccc(C(=O)NN2C(=O)CSC2c2ccc(F)cc2)cn1 (centres undefined),109,95,105,126,113,99,115,102
CCOC(=O)c1nnn(-c2ccc(F)cc2)c1/C=C1\SC(=S)NC1=O,100,112,106,99,100,112,107,93
O=c1ccsc2ccccc12,95,115,99,.,110,106,101,94
O=C(Nc1nc2c(C(F)(F)F)cccc2s1)c1cc(Cl)ccc1O,-24*,29,8.0*,-25*,-47*,5.7*,.,-37*
O=C(Nc1cc(Cl)ccc1C(=O)O)c1cccc(C[n+]2ccccc2)c1,118,94,96,96,100,98,113,.
COc1cc(C)cc(C(O)Cc2cccc(-c3ccc(N(C)C)cc3C)n2)c1 (centres undefined),96,116,88,90,87,98,103,75
Cc1ccc(O)c(C(=O)O)c1,108,114,116,128,105,111,109,104
Cc1ccc(/C=C2\Oc3ccc(O)c(O)c3C2=O)cc1,97,54,56,66,47,82,88,45
CCOc1ccccc1NC(=O)c1cc(-c2ccc(OC)c(OC)c2)n(-c2ccc(S(C)(=O)=O)cc2)n1,108,129,116,100,81,103,89,102

# 3 compounds out of the list, arranged by length of the SMILES, ascending.
SMILES,UACC-257,SK-MEL-28,M14,MALME-3M,SK-MEL-5,MDA-MB-435,SK-MEL-2,UACC-62
Cc1ccc(O)c(C(=O)O)c1,108,114,116,128,105,111,109,104
Nc1ccc(C2=CC(c3ccc(Cl)cc3)N3C=CSC3=N2)cc1 (centres undefined),-78*,-90*,-71*,-83*,-98*,-66*,-50*,-67*
CCOC(=O)c1nnn(-c2ccc(F)cc2)c1/C=C1\SC(=S)NC1=O,100,112,106,99,100,112,107,93

# Compound activity as filed in PubChem BioAssay.
